Source: PubChem BioAssay (National Center for Advancing Translational Sciences (NCATS))
EPAC1 antagonist: blocks human EPAC1 exchange factor. O95398. EPAC1 GEF assay, Rap1b-BODIPY-GDP exchange fluorescence. Potency, µM (doses to about 115 µM), inactives show at the highest dose activity change, negative = inhibition, usual class: inhibitors. 0.14% of 360,000 active. AID 720709;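 note: potency is the fitted concentration of half-maximal effect; plate controls were vehicle for no effect and positive control for full effect; nearly all actives have a fitted effect of over 50% in size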
GLP1R ag: GLP-1 receptor (human) agonism; P43220; HEK293 GLP-1R CRE-luciferase, luminescence, 4-6 h; cells express a hypersensitive GLP-1R form; Potency, µM (titrated, usually from 45.6 µM), for the others: at the highest dose activation, usual class: activators; 0.007% of 380,000 active; note: potency is the fitted concentration of half-maximal effect; % of control where 0% means no effect
Target sequence (P43220 whole entry, looked up): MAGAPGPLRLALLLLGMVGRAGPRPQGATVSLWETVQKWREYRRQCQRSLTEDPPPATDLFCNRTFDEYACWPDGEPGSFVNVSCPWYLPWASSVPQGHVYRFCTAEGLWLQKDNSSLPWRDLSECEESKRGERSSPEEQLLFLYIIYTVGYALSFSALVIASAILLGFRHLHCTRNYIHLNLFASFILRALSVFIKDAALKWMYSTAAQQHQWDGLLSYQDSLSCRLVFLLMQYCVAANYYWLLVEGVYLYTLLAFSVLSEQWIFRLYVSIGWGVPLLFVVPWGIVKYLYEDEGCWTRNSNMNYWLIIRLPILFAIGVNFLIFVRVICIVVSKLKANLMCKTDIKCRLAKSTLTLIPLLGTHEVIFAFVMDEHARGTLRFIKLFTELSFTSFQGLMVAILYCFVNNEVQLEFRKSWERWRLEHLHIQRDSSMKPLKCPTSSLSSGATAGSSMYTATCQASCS
PLK1 PBD block: PLK1 (human) polo-box domain binding inhibition; P53350; Plk1 PBD binding of FITC phosphopeptide, fluorescence polarization; Potency, µM, for inactives: max response, negative = inhibition, actives largely listed as inhibitors; 2.8% of 360,000 active; AID 720504; note: potency is the fitted concentration of half-maximal effect; series mostly up to about 57 µM; % is set by controls: 0 for no effect and ±100 for the full control effect; nearly all actives have a fitted effect of over 65% in size
GLP1R inv ag: acts as inverse agonist at human GLP-1 receptor. P43220. HEK293 GLP-1R CRE-luciferase, luminescence, 24 h; GLP-1R form is constitutively active. Potency, µM (highest dose often 38.3 µM), for inactives: at the top dose activity change, negative = inhibition, hits mostly inhibitors. 1.6% of 410,000 active; note: potency is the fitted concentration of half-maximal effect; % is set by controls: 0 for no effect and ±100 for the full control effect; nearly all actives have a fitted effect of over 55% in size
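Cells are plated, allowed 12 hours at 37 deg C, then treated with compounds for 24 hr before luciferase detection reagent is added and luminescence is read after 12 min at room temperature. The HEK293 line carries constitutively active GLP-1R with a cAMP-responsive reporter.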
PTHR1 ag: agonists of human PTHR1 parathyroid hormone receptor; Q03431; HEK293 GP2 PTHR1 cells, GloSensor cAMP luminescence, 1 h; Potency, µM (top dose mostly 115 µM), for inactives: top-dose activation, hits mostly activators; 0.075% of 410,000 active; note: potency is the fitted concentration of half-maximal effect; nearly all actives have a fitted effect of over 55% in size; some results filed as inactive show a strong effect at the top dose; inactives centre near -15; many of its hits are not listed in these tables
Target sequence (Q03431 whole entry, looked up): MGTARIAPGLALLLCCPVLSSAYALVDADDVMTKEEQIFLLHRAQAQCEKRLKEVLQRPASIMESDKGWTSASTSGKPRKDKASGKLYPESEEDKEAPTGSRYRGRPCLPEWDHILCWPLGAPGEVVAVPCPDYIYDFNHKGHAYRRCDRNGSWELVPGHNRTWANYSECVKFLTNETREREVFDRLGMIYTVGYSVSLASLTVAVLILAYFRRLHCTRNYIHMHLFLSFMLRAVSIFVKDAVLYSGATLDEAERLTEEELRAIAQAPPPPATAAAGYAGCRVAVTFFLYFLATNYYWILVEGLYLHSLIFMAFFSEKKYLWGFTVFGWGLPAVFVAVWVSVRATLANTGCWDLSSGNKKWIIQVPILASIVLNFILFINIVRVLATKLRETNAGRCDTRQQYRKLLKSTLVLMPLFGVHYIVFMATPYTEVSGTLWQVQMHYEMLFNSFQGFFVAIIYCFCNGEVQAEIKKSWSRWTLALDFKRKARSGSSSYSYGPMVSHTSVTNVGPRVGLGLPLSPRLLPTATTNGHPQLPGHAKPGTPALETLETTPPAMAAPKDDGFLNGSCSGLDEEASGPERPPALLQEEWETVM
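HEK-293-derived GP2 cells expressing PTHR1 and a GloSensor cAMP reporter, 3,000/well, plated overnight, given luciferin plus IBMX (each 0.5 mM as added) for 1 h at 37 °C, then compound for 1 h at 37 °C. Luminescence was read after 15 min at room temperature.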
IL-2 act: activates IL-2 in a cell-based reporter assay; IL-2 activation reporter assay, cell-based qHTS; stimulated with anti-CD3/CD4/CD28 beads; in transgenic mouse T cells; activation, % (series mostly up to about 46 µM); 0.065% of 360,000 active; in the data active = activation above about 50%; inconclusive = mostly about 30% to 49%; note: 0% is about no effect
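Using fluorescent plate cytometry, EGFP and DsRed are detected in transgenic mouse T cells stimulated 18 h at 37 degrees C with antibody-coated beads after 60 min compound pretreatment.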
GLP1R cytotox: cytotoxicity in counter-screen for GLP-1R inverse agonists | HEK293 cAMP-luciferase reporter cells, luminescence, 24 h | Potency, µM (top dose mostly 38.3 µM), inactives show top-dose activity change, negative = inhibition, hits mostly inhibitors | 0.13% of 410,000 active | AID 624418;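 note: loss of luciferase light is scored as toxicity; potency is the fitted concentration of half-maximal effect; % is set by controls: 0 for no effect and ±100 for the full control effect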
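Cells in DMEM/10% Nu serum/1% pen-strep, 1536-well format. Pre-incubated 12 h, dosed with 23 nL compound, incubated a further 24 h. Luciferase detection, 12 min at room temp, luminescence.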
EPAC1 agonist: EPAC1 (human) agonism. AID 720707. O95398. EPAC1 agonist qHTS, biochemical assay; response scale: 100% = response to 6.5 mM cAMP. Potency, µM (top dose mostly 154 µM), for the others: at the highest dose activation, hits mostly activators. 0.073% of 360,000 active; note: potency is the fitted concentration of half-maximal effect; nearly all actives have a fitted effect of over 60% in size
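Nucleotide exchange by EPAC1 (100 nM) on Rap1B–BODIPY-GDP (250 nM) in the presence of 50 uM GDP is tracked fluorescently at 480/540 nm over 30 min. Signals are normalized to a 6.5 mM cAMP control.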
PI5P4K alpha inh: blocks human PI5P4K alpha kinase activity; P48426; PI5P4Kalpha enzyme, ADP-Glo luminescence, 60 min; hits give low values; max response, %; 1.2% of 330,000 active; AID 652105; active = max response of -50% or lower; inconclusive = between -30% and -50%; inactive = -30% or higher; note: value at the top dose of about 77 µM; % is set by controls: 0 for no effect and ±100 for the full control effect
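Quantitative HTS of the MLSMR library against PI5P4Kalpha with substrate. ATP added last at 5 microM final; room temperature, 60 minutes. Remaining ATP depleted, ADP converted and read as luminescence.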
An asterisk follows results filed as active; i = inactive; ? = inconclusive; nt = no result given; [ ] = another dose, or the depositor's remark. Unless noted, calls come from the whole dose curve; as a rule, active = well fitted curve in the direction sought with a large enough effect; inconclusive = small, poorly fitted or top-dose-only effect, or another doubt; inactive = no such curve, though single readings can be large; an effect the other way counts as inactive or inconclusive. The list is partial, so the mix of outcomes need not match the whole.

SMILES	EPAC1 antagonist	GLP1R ag	PLK1 PBD block	GLP1R inv ag	PTHR1 ag	IL-2 act	GLP1R cytotox	EPAC1 agonist	PI5P4K alpha inh
CCn1nnnc1SCC(=O)Nc1cccc(C)n1	17%	-7%	?	4%	i	-0.2	-14%	-3%	-5
O=C(Nc1nnc(SCc2ccc(Cl)cc2)s1)c1cnccn1	-5%	6%	-11%	3%	i	0.5	-21%	4%	-29
CCOC(=O)C1(C(F)(F)F)N=C(C(F)(F)F)Nc2cc(C)c(C)cc21 (stereo not drawn)	-17%	-1%	-9%	?	i	-2.2	3%	-12%	3
Cc1ccccc1CSCC(=O)N/N=C/c1cccs1	-4%	6%	-13%	?	-3%	-2.0	-21%	0%	7
O=C(O)c1ccc2c(c1)NC(=O)C(N1CCCC1)S2 (stereo not drawn)	8%	4%	?	6%	i	-1.3	5%	14%	nt
CC1CN(C(=O)c2cc3cc(Br)ccc3[nH]2)CC(C)O1 (stereo not drawn)	-25%	8%	-16%	-24%	i	-0.7	5%	1%	?
CCOC(=O)c1[nH]c2ccccc2c1N=C(C)N(CC)CC	12%	-14%	-10%	22%	-3%[57.5 µM]	-0.6	2%	-2%	7
CC(=O)c1c(C)[nH]c(C(=O)N2CCN(c3ccc(F)cc3)CC2)c1C	11%	0%	-2%	2%	-95%[inhibitor]	-0.8	-14%	-2%	nt
CC(=O)C(=Cc1cn(-c2ccccc2)nc1-c1ccccc1)C(C)=O	10%	-1%	-6%	15%	-36%[inhibitor]	1.3	6%	2%	-4
Cc1ccc2nc(SCC(=O)Nc3ccc(C)c(Cl)c3)nc(=O)n2c1	-7%	6%	-9%	41%[activator]	i	-0.5	7%	6%	-6
COc1ccc(CNCCC2(O)CC(C)N(C)CC2C)cc1OC (stereo not drawn)	-11%	0%	3%	2%	i	1.1	-9%	-1%	0
CCC(C)(C)NC(=S)Nc1ccc(-c2nc3ccc(C)cc3s2)cc1	8%	-23%	?	?	-11%	1.0	-7%	-11%	1
CC12CCC(C(=O)Nc3cc(Cl)ccc3Cl)(C/C1=N\O)C2(C)C (stereo not drawn)	-5%	28%	-2%	-7%	i	0.3	1%	21%	nt
Nc1ccc2nc(-c3ccc(-c4nc5ccc(N)cc5[nH]4)cc3)[nH]c2c1	3%	0%	1%	13%	i	-1.1	110%[activator]	-2%	-24
CC(=O)c1c(O)cc(O)cc1CC(=O)O	4%	-5%	-19%	-4%	0%	-0.4	-3%	2%	-2
COc1ccc2c(c1OC)C(=O)NC(C)=C(C(=O)OC(C)(C)C)C2O (stereo not drawn)	-9%	-1%	-5%	-1%	-7%[57.5 µM]	-0.6	1%	9%	nt
Cc1cc2nc(NCCCO)n(CC(=O)c3cc(C(C)(C)C)c(O)c(C(C)(C)C)c3)c2cc1C	3%	-2%	-12%	-5%	-3%	0.9	-12%	7%	-5
O=C(Nc1ccc2c(c1)OCCO2)c1ccc(Cl)c(Cl)c1	-4%	0%	-6%	-7%	-13%	-3.6	-6%	-20%	-5
CC1(NC(=O)c2cccc(S(=O)(=O)N3CCCc4ccccc43)c2)CCS(=O)(=O)C1 (stereo not drawn)	-12%	1%	8%	-19%	-8%	-0.3	-1%	1%	-3
O=C(OCC(=O)N1CCc2ccccc21)c1cc(S(=O)(=O)N2CCOCC2)ccc1F	1%	10%	-5%	11%	i	-4.8	15%	4%	9
N=c1sccn1CC(=O)Nc1ccc(Cl)c(S(=O)(=O)N2CCOCC2)c1	-20%	-19%	-8%	-10%	i	-0.3	?	-5%	-6
CCOC(=O)C1=C(COC(=O)Cc2ccccc2)NC(=O)NC1C (stereo not drawn)	12%	18%	-7%	17%	-2%	-0.4	-4%	-2%	-4
Cc1ccccc1S(=O)(=O)NC(=O)C1(C)CCN1C(=O)Cc1cc(F)ccc1F (stereo not drawn)	8%	-1%	-3%	26%	-3%	0.3	4%	-11%	3
O=C(Nc1ccccc1Cl)c1cc(C2CCCCN2C(=O)CCCc2ccccc2)on1 (stereo not drawn)	-10%	-8%	-1%	?	-5%	0.1	-4%	-12%	15
O=C(O)c1cccc(C(=O)Cc2ccccc2)c1	-13%	-15%	-5%	9%	-24%[57.5 µM]	-0.8	1%	0%	-5
O=C(CN1CCN(C(=O)CNC(=O)c2ccc(N3CCCC3=O)cc2)CC1)Nc1cccc(F)c1	-1%	-3%	-3%	0%	-4%	-2.2	6%	4%	3
Nc1nnc(SCC(=O)Nc2cc(S(=O)(=O)N3CCOCC3)ccc2N2CCCC2)s1	5%	3%	-9%	13%	i	6.2	-1%	14%	4
O=C(OCc1ccc2c(c1)OCO2)c1ccc(S(=O)(=O)N2CCCC2)cc1	-24%	4%	-2%	-20%	-2%[57.5 µM]	-0.1	12%	9%	3
COc1cccc(/C=C2\C(=O)C(=O)c3ccccc32)c1	-3%	3%	0.79µM*	0%	-22%[57.5 µM]	?	-5%	-2%	nt
CC1CSc2ccccc2NC1=S (stereo not drawn)	3%	-3%	-26%	0%	i	-0.1	-6%	6%	-3
COCC(=O)NCCSc1c(C)[nH]c2ccccc12	-9%	-4%	-9%	-22%	i	-1.0	-5%	0%	-2
C/C=C(\C)C(=O)O[C@H](c1cc2ccc(=O)oc2cc1OC)[C@@H](O)C(C)(C)O	7%	-1%	-11%	5%	i	1.2	13%	-2%	-3
Cc1ccc(N(CC(=O)Nc2ccc(OC(F)(F)F)cc2)S(=O)(=O)c2c(C)noc2C)cc1	nt	-2%	nt	-27%	-18%	nt	-8%	nt	nt
COC(=O)[C@@H](NCc1cccc(CN[C@H](C(=O)OC)c2ccccc2)c1)c1ccccc1	-7%	0%	8%	?	-36%[inhibitor]	0.2	3%	-13%	0
CC(C)c1ccc(NC(=O)C(c2ccccc2)N(C)C(=O)c2cnccn2)cc1 (stereo not drawn)	8%	-16%	-9%	-9%[0.307 µM]	i	-0.6	-7%[0.307 µM]	3%	-6
CCCn1nc(NC(=O)c2ccco2)c2cc3ccccc3nc21	3%	7%	?	-15%	-8%	-0.5	223%[activator]	7%	2
O=C(Nc1ccccc1)N(Cc1ccccc1)C1=NCCS1	9%	0%	3%	20%	i	-0.1	5%	6%	-8
COC(=O)CNc1nc(C2CC2)nc2c1nnn2Cc1ccccc1Cl	-16%	-11%	-2%	10%	i	-1.6	4%	-2%	nt
CC(C)CN1CCN(CC#Cc2ccccc2)CC1CCO (stereo not drawn)	2%	14%	-6%	-21%	-21%	0.3	-14%	0%	3
CCOC(=O)N1CCN(C(=O)c2ccc3nc4ccc(Cl)cc4c(=O)n3c2)CC1	-18%	-6%	-6%	20%	i	0.3	34%	0%	nt
COCCNc1oc(/C=C/c2ccccc2OC)nc1S(=O)(=O)c1ccccc1	-3%	5%	?	6%	i	-3.6	48%[activator]	13%	2
CC(=O)c1cccc(NC(=O)CSc2nnc(-c3cccnc3)o2)c1	4%	3%	-6%	3%	-5%[57.5 µM]	-2.6	-11%	-1%	7
CS(=O)(=O)N1CCN(c2ccc(NC(=S)NC(=O)c3ccc4c(c3)OCO4)cc2)CC1	12%	1%	4%	8%	0%	-0.2	-8%	0%	-4
COc1cc(OC)cc(C(=O)Nc2ccc(S(=O)(=O)N(C)C)cc2)c1	-8%	-11%	-4%	1%	-11%[57.5 µM]	-2.2	0%	13%	nt
Fc1ccc(-n2nnc(-c3ccccc3Cl)n2)cc1	13%	15%	4%	-8%	-11%	-0.9	-8%	-9%	2
COc1cccc(C(=O)Nc2ccc(C(=O)NCC3CCCO3)cc2)c1 (stereo not drawn)	0%	10%	-9%	13%	i	0.0	-3%	9%	0
COc1ccc(S(=O)(=O)N2CCN(c3nc(C)cc(C)n3)CC2)cc1	27%	-6%	-5%	?	i	-1.4	4%	-1%	2
COc1cccc(N2CCN(Cc3cccnc3)CC2)c1	-13%	16%	21%	-12%	-23%[57.5 µM]	0.4	1%	4%	nt
Cc1cc(C)c2c(CC(=O)Nc3nccs3)coc2c1	-19%	-4%	-12%	0%	i	-4.9	10%	-8%	-10
Cc1cc(=O)[nH]c(SCC(=O)NCCc2ccccc2)n1	-26%	-1%	-3%	0%	11%	-0.4	74%[activator]	0%	9

Overlap with the part before: 4 compounds, followed by the next part.
SMILES	EPAC1 antagonist	GLP1R ag	PLK1 PBD block	GLP1R inv ag	PTHR1 ag	IL-2 act	GLP1R cytotox	EPAC1 agonist	PI5P4K alpha inh
COc1ccc(S(=O)(=O)N2CCN(c3nc(C)cc(C)n3)CC2)cc1	27%	-6%	-5%	?	i	-1.4	4%	-1%	2
COc1cccc(N2CCN(Cc3cccnc3)CC2)c1	-13%	16%	21%	-12%	-23%[57.5 µM]	0.4	1%	4%	nt
Cc1cc(C)c2c(CC(=O)Nc3nccs3)coc2c1	-19%	-4%	-12%	0%	i	-4.9	10%	-8%	-10
Cc1cc(=O)[nH]c(SCC(=O)NCCc2ccccc2)n1	-26%	-1%	-3%	0%	11%	-0.4	74%[activator]	0%	9
CC(Sc1nnc(C(F)(F)F)n1C)C(=O)NC(N)=O (stereo not drawn)	10%	-7%	-7%	8%	-6%	-1.0	4%	-9%	1
CC(Cc1cccnc1)NC(=O)CCc1nnc(-c2ccccc2)o1 (stereo not drawn)	-2%	0%	-6%	26%	i	-1.2	-2%	9%	3
CCN(CC)C(=O)c1cnn(-c2ccccc2)c1NC(=O)c1cccs1	6%	6%	-8%	5%	i	0.7	5%	5%	5
COc1cc(/C=C/C(=O)O)cc(S(=O)(=O)Nc2ccccc2SC)c1OC	-22%	-5%	-5%	4%	-2%	0.9	-14%	3%	?
N=C(N=C(N)N)N1CCc2ccccc21	7%	0%	-10%	13%	-23%	-0.7	-4%	17%	-9
COC1OC2COC(c3ccccc3)OC2C(OC(=O)c2ccccc2)C1OC(=O)c1ccccc1 (stereo not drawn)	-3%	6%	-8%	?	4%	-0.4	-5%	13%	7
